Caspase-1 inhib: allosteric or competitive inhibitors of human caspase-1; Caspase-1 enzyme, Ac-WEHD-AFC fluorogenic rate; Potency, µM (doses to about 57.5 µM), for the others: at the highest dose activity change, negative = inhibition, most hits filed as inhibitors; actives 0.03% (n = 75,000); AID 900;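 further: potency means the concentration at half of the fitted maximal effect; plate controls were vehicle for no effect and no substrate for full effect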
Target sequence (P29466 120-297 limits assumed): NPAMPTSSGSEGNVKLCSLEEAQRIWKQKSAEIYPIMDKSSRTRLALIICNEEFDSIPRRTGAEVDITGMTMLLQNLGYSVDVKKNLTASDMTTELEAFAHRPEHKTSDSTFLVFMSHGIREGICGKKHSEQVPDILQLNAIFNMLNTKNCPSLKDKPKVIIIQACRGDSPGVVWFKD
Target sequence (P29466 317-404 limits assumed): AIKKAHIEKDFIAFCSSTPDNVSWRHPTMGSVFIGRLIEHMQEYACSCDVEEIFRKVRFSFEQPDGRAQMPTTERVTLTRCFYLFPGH
Luciferase inh: inhibitors of firefly luciferase | P08659 | purified firefly luciferase, luminescence, 8 min | Potency, µM (titrated, usually from 57.1 µM), without a hit: at the highest dose activity change, negative = inhibition, actives largely listed as inhibitors | actives 2.2% (n = 72,000) | AID 411; further: potency means the concentration at half of the fitted maximal effect; on the % scale 0 is the no-effect control and ±100 the full control effect; nearly all actives have a fitted effect of over 40% in size
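Inhibition of light generation by firefly luciferase from ATP and luciferin was profiled with concentration-response curves per sample, ATP held at 10 uM within the enzyme's linear range. Plates were read by luminescence after an 8-minute ambient incubation.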
TexasRed autofl: compounds fluorescent in Texas Red spectral region; AID 587; max dye-equivalent concentration, M; actives 0.06% (n = 59,000); Compound fluorescence, Texas Red channel, 547/618 nm; active compounds read high; in the data active means max dye-equivalent concentration above about 10 nM; inconclusive means between about 1.1 nM and that limit
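Spectral interference profiling: each compound concentration's relative fluorescence, read with a 547 nm excitation and 618 nm emission filter pair, was normalized to a per-plate Texas Red standard curve.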
Caspase-7 inhib: allosteric or competitive inhibitors of human caspase-7. P55210. recombinant caspase-7, Ac-DEVD-AFC fluorescence rate. Potency, µM (highest dose often 57.5 µM), for the others: top-dose activity change, negative = inhibition, usual class: inhibitors. actives 0.02% (n = 75,000). AID 889; active means well fitted inhibition curve with a large enough effect in the main read-out, with a control signal flat, not every such curve was filed as active; inconclusive means small, poorly fitted or top-dose-only effect, or a change in a side signal; further: potency means the concentration at half of the fitted maximal effect; % of control where 0% means no effect
Rhodamine fluor: rhodamine region autofluorescence; Rhodamine-region fluorescence, 547/598 nm, Tris buffer; active compounds read high; max dye-equivalent concentration, M; actives 0.05% (n = 59,000); AID 594; in the data active means max dye-equivalent concentration above about 11 nM; inconclusive means between about 1.1 nM and that limit
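Compounds in 100 mM Tris buffer, pH 8.0, were incubated 15 min at room temperature, then read at 547 nm excitation and 598 nm emission. Fluorescence was normalized against a per-plate six-point rhodamine standard curve as dye-equivalent concentration.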
Fluorescein autfl: compound autofluorescence in fluorescein spectral region. Compound autofluorescence, 480/540 nm, fluorescein-equivalent; active compounds read high. max fluorescein-equivalent concentration, M. actives 0.91% (n = 59,000). AID 593; in the data active means max fluorescein-equivalent concentration above about 10 nM; inconclusive means between about 1.1 nM and that limit
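Values reflect compound autofluorescence, normalized to fluorescein on the same plate and reported at each tested concentration. Conditions: 100 mM Tris pH 8.0, room temperature, 15 min, excitation 480 nm, emission 540 nm.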
Tau filament bind: tau filament binding. recombinant tau filaments, thioflavin S fluorescence, 15 h; filaments grown with octadecylsulfate alongside compound. Potency, µM (top dose mostly 57.1 µM), for the others: at the highest dose activity change, negative = inhibition. actives 2% (n = 71,000);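 further: potency means the concentration at half of the fitted maximal effect; on the % scale 0 is the no-effect control and ±100 the full control effect; actives lower thioflavin S fluorescence by blocking filaments or displacing dye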
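Recombinant tau protein (human, 1 uM final) plus 30 uM ODS in HEPES pH 7.4 with NaCl, DTT and thioflavine S. Compound present from the start; fluorescence at 510 nm after 15 h, 37 C.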
HEK293 cAMP cs: counter-screen for TSHR agonists: cAMP increase in parental HEK293. actives 2.5% (n = 73,000). parental HEK293 CNG cAMP sensor, membrane potential fluorescence. Potency, µM (highest dose often 57.1 µM), for inactives: at the highest dose activation, hits mostly activators; further: potency means the concentration at half of the fitted maximal effect; % of control where 0% means no effect; nearly all actives have a fitted effect of over 55% in size
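Parental HEK 293 cells stably expressing a modified CNG channel (no TSHR) report cAMP rise as membrane depolarization. Membrane potential dye with 100 uM RO 20-1724 was loaded for 60 min at room temperature, then compound added for 30 min; fluorescence read at 590 nm.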
USP2a inhib: blocks human ubiquitin-specific protease USP2a. USP2a enzymatic assay, qHTS inhibition. Potency, µM (series often up to 38.3 µM), inactives show top-dose activity change, negative = inhibition, most hits filed as inhibitors. actives 0.1% (n = 60,000). AID 927;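 further: potency means the concentration at half of the fitted maximal effect; nearly all actives have a fitted effect of over 60% in size; plate controls were DMSO for no effect and NEM full inhibition control for full effect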
Target sequence (O75604 whole entry, looked up): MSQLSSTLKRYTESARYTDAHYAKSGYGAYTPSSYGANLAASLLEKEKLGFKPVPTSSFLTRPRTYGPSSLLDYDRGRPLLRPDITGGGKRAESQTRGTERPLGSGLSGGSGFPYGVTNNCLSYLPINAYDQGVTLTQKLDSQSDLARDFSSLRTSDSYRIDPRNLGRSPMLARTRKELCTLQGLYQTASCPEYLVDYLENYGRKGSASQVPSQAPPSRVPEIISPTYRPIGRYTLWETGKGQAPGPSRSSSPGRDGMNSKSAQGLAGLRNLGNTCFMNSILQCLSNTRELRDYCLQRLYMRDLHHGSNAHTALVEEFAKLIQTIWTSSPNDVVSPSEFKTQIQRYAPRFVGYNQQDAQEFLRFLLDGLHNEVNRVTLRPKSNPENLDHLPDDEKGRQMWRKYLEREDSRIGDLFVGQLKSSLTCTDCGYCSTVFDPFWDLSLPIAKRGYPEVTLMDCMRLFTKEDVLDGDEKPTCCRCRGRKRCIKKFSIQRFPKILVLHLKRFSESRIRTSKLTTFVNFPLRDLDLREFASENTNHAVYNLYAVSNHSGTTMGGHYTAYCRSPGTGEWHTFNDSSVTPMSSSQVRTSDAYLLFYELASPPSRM
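USP2 core (20nM final) preincubated 30 min RT with compound, then Ub-PLA2 20nM and NBD C6-HPC 20uM final added; buffer 20mM Tris-HCl pH 8.0, 2mM CaCl2. Fluorescence Ex 460/Em 535 read at 0 and 2.5 h; normalized to NEM.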
ERK AVP inh: vasopressin-driven ERK pathway inhibition; HEK293-V1b, vasopressin-stimulated pERK AlphaScreen; Potency, µM (series often up to 57.5 µM), without a hit: at the top dose activity, negative = inhibition, actives largely listed as inhibitors; actives 0.99% (n = 72,000); AID 995; further: potency means the concentration at half of the fitted maximal effect; on the % scale 0 is the no-effect control and ±100 the full control effect; nearly all actives have a fitted effect of over 55% in size
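Overnight-seeded V1b-HEK293 cells in 1% FBS got compound, then vasopressin (25 nM final, 5 min, 37C), then lysis buffer. AlphaScreen detection of phospho-ERK; activity normalized to basal and full-stimulation controls.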
HADH2 inhib: HADH2 (human) dehydrogenase inhibition. recombinant HADH2, NADH fluorescence, beta-hydroxybutyryl-CoA. Potency, µM (titrated, usually from 57.1 µM), inactives show at the highest dose activity change, negative = inhibition, hits mostly inhibitors. actives 3.4% (n = 73,000); further: potency means the concentration at half of the fitted maximal effect; on the % scale 0 is the no-effect control and ±100 the full control effect; nearly all actives have a fitted effect of over 60% in size; many of its hits are not listed in these tables
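His-tagged recombinant enzyme from E. coli, 20 nM, preincubated 15 min RT with compound; reaction started with 1 mM NAD+ and 90 uM beta-hydroxybutyryl-CoA in 100 mM Tris-HCl pH 9.0. NADH fluorescence (ex 360/em 450) read over 4 min; last-minus-first difference.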
* hit, by the source's call; i = inactive; ? = inconclusive; / = not tested or not shown; [ ] = remark or other dose. Unless noted, the call rests on the fitted dose curve; in most records, active means well fitted curve in the direction sought with a large enough effect; inconclusive means small, poorly fitted or top-dose-only effect, or another doubt; inactive means no such curve, though single readings can be large; an effect the other way counts as inactive or inconclusive. This is a subset; the hit share may differ from the screen's.

SMILES	Caspase-1 inhib	Luciferase inh	TexasRed autofl	Caspase-7 inhib	Rhodamine fluor	Fluorescein autfl	Tau filament bind	HEK293 cAMP cs	USP2a inhib	ERK AVP inh	HADH2 inhib
CCSc1ncc(C#N)c(=O)[nH]1	0.0%	6.3%	i	2.1%	i	i	-7.9%	3.5%	11.5%	39.0%[activator]	5.7%
CC(OC(=O)c1nn(C)c(=O)c2ccccc12)C(=O)NCc1ccc2c(c1)OCO2 (configuration not stated)	0.5%	7.2%	i	1.3%	i	i	8.6%	13.7%	8.7%	-28.7%	5.0%
CCN1CCN(c2ncc(C(=O)Nc3ccccc3C(=O)OC)c3ccccc23)CC1	-1.8%	1.2%	i	2.8%	i	i	71.6%	25.0%	39.4%[activator]	39.1%[activator]	2.2%
Cc1ccc(C2=CSC3=NCCN23)c(C)c1	-4.6%	0.4%	i	-4.0%	i	?	48.5%	7.8%	29.3%	0.4%	104.0%[activator]
CCC(OC(=O)c1nsc(Cl)c1Cl)C(=O)NCc1ccco1 (configuration not stated)	-0.5%	2.7%	?	2.7%	i	i	-2.3%	21.2%	-9.3%	-11.0%	1.4%
O=C(O)c1cccc(S(=O)(=O)NCC2CCCO2)c1 (configuration not stated)	1.2%	-0.9%	?	0.0%	i	?	1.5%	1.8%	-9.3%	0.5%	2.9%
COc1cccc(-c2ccc3ncnc(N(C)C)c3c2)c1	-2.9%	-5.1%[2.29 µM]	?	-3.4%	i	i	-2.7%	25.1µM*	65.3%[activator]	?	-0.9%
O=C(Nc1ccccc1)C1CC=CCC1C(=O)OCC1CCCO1 (configuration not stated)	-1.2%	-7.2%	/	-1.3%	/	/	-6.2%	2.5%	-6.5%	-10.0%	2.6%
COc1ccc(CC(C)N2CCN(Cc3ccccc3)CC2)c(OC)c1 (configuration not stated)	0.7%	1.3%	/	-0.9%	/	/	-10.5%	22.4%	3.2%	4.7%	2.5%
CCn1c(SCc2nnc(-c3ccccc3)o2)nc2c1c(=O)n(C)c(=O)n2C	-0.9%	1.3%	i	-2.4%	i	i	-2.1%	13.5%	-8.0%	13.8%	6.5%
Nc1[nH]c(=O)nc2c1ncn2[C@H]1O[C@@H](CO)[C@@H](O)[C@@H]1O	-0.3%[11.5 µM]	3.4%[11.4 µM]	i	2.3%[11.5 µM]	i	i	2.0%[11.4 µM]	4.2%[11.4 µM]	/	-3.2%[11.5 µM]	5.4%[11.4 µM]
O=C(NC1CCCc2ccccc21)C1CCN(C(=O)c2sccc2-n2cccc2)CC1 (configuration not stated)	-2.7%	-0.7%	/	-1.9%	/	/	2.0%	8.8%	/	-29.0%	1.4%
CCOC(=O)N1CCN(c2c(N3CC=C(c4ccccc4)CC3)c(=O)c2=O)CC1	-3.5%	1.3%	/	-0.4%	/	/	18.7%	-2.7%	/	-10.1%	-3.9%
O=C(NCc1ccncc1)C1CCCN(S(=O)(=O)Cc2ccccc2)C1 (configuration not stated)	0.6%	3.6%	i	0.4%	i	i	-3.9%	4.1%	-1.6%	-7.5%	-4.0%
CC(C)N(Cc1nc(-c2ccccc2)no1)C(=O)c1ccc(Br)o1	-4.5%	-1.0%	i	-1.2%	i	i	2.3%	?	-3.0%	-8.4%	1.4%
COc1ccc(CNC2CCCCC2)cc1	0.4%	2.8%	?	0.3%	i	i	-3.7%	-0.2%	6.6%	9.3%	-2.9%
COc1ccccc1CNc1ccnc(-c2ccccc2CN(C)C)n1	-6.3%	-0.3%[2.29 µM]	i	-10.4%	i	i	16.2%	?	-3.9%	-4.4%	3.4%
Cc1ccc(C2CC(=O)c3cnc(NC(=O)c4ccco4)nc3C2)cc1 (configuration not stated)	-1.3%	1.4%	?	-2.2%	i	i	-8.8%	23.1%	33.6%[activator]	-7.3%	9.7%
Cc1nc(NCc2ccccc2)[nH]c(=O)c1CCC(C)C	-2.2%	2.1%	?	-0.7%	i	?	15.8µM*	?	0.7%	8.1%	0.4%
Cc1ccc2cc(CN(Cc3ccco3)C(=O)c3cccs3)c(=O)[nH]c2c1	-6.0%	-2.1%	i	-17.5%	i	i	-22.7%	?	52.8%[activator]	-15.8%	?
O=C(CSc1ccc2nnc(-c3ccccc3)n2n1)N1CCCCC1	0.5%	1.1%	i	1.0%	i	?	2.1%	3.8%	9.2%	-1.1%	-13.2%
C=CCOC(=O)C(C(C)=O)C(NC(=O)OC)c1cccc(F)c1 (configuration not stated)	0.3%[11.5 µM]	/	/	-1.5%[11.5 µM]	/	/	/	11.8%[11.4 µM]	/	7.3%[11.5 µM]	13.4%[11.4 µM]
Cc1cc(C)nc(NC(=O)NS(=O)(=O)Nc2ccc(Br)cn2)n1	3.8%	1.2%	i	1.7%	i	i	-17.4%	0.7%	-22.9%	9.1%	-7.0%
O=C(NCCc1ccccc1)C1CCN(S(=O)(=O)c2ccc(-n3cnnn3)cc2)CC1	0.0%	-2.6%	i	0.4%	i	?	50.9%	1.6%	35.8%[activator]	14.5%	7.6%
CCn1c(COc2ccc(Cl)c(C)c2)nnc1SCC(=O)N1CCCC1	0.6%	-2.1%	i	0.0%	i	i	6.6%	7.6%	7.8%	10.4%	6.2%
O=C(NC1CCCCC1)C1CCCN(c2nnnn2-c2ccccc2)C1 (configuration not stated)	1.0%	0.7%	i	-0.5%	i	i	3.0%	5.3%	2.1%	-9.5%	6.0%
CC(C)(C)NC(=O)[C@@H]1C[C@@H]2CCCC[C@@H]2CN1C[C@@H](O)[C@H](Cc1ccccc1)NC(=O)[C@H](CC(N)=O)NC(=O)c1ccc2ccccc2n1	-3.6%	/	/	-9.1%	/	/	139.4%	12.0%	/	27.8%	-17.3%
c1ccc(-c2noc(C34CC5CC(CC(C5)C3)C4)n2)nc1	-3.4%	15.8µM*	i	-2.2%	i	i	1.6%	13.5%	2.1%	2.3%	8.2%
Cc1ccc(C)c(N(CC(N)=O)S(C)(=O)=O)c1	-1.5%	1.6%	i	1.6%	i	i	-5.4%	2.1%	-3.2%	2.9%	2.3%
Cc1nnc(SCC(=O)Nc2c(Cl)cccc2Cl)[nH]c1=O	0.7%	-1.0%	/	-3.3%	/	/	-5.5%	5.5%	/	2.5%	-1.5%
CC1(C)CC(=O)c2cnc(NCC3CCCO3)nc2C1 (configuration not stated)	-1.2%	-2.4%	i	-0.1%	i	?	-5.0%	-3.4%	4.2%	?	-9.1%
COc1ccc(S(=O)(=O)N(Cc2ccc(OC)c(OC)c2)Cc2ccco2)cc1	0.1%	-0.9%	i	-2.9%	i	?	-0.8%	?	1.5%	-29.4%	0.9%
CCCC(=O)c1c(NC(C)C)cc(C)oc1=O	0.7%	7.6%	i	-0.9%	i	i	4.1%	-1.4%	-0.4%	-28.6%	4.2%
CCCCCCc1c(O)nc(SCC(=O)O)[nH]c1=O	-1.7%	2.6%	/	-0.3%	/	/	-15.5%	2.5%	/	/	-7.4%
CCNc1nc(OC)nc(SCC(N)=O)n1	-0.2%	-0.8%	i	0.9%	i	i	-11.7%	15.3%	0.0%	-9.3%	11.3%
CCCc1cc2c(=O)c(-c3ccccn3)c(C)oc2cc1O	1.1%	0.6%	i	-0.3%	i	i	0.2%	?	3.9%	-11.8%	20µM*
CCOC(=O)c1cnc2scnn2c1=O	-1.2%	-0.4%	i	-1.8%	i	?	6.5%	1.6%	0.3%	-7.4%	?
Cn1c(=O)c2nc(-c3ccccc3)oc2c2ccccc21	0.2%	-3.2%	i	0.4%	i	?	211.8%	?	26.6%	-1.8%	i
CCOC(=O)Cc1cc(=O)n(-c2nc3ccccc3s2)[nH]1	-1.5%	-4.8%	i	-12.1%	i	?	?	-14.8%	31.4%[activator]	-3.8%	-15.1%
O=c1cc(N2CCN(c3ccc(F)cc3)CC2)[nH]c(=O)n1C1CCCCC1	0.4%	0.7%	i	-0.2%	i	i	2.0%	17.2%	24.6%	15.9%	5.6%
COc1ccccc1-c1nc(NC2CC2)c2ccccc2n1	-0.3%	1.0%[2.29 µM]	i	-2.1%	i	i	15.8µM*	?	101.3%[activator]	12.3%	?
O=C(Nn1cnnc1)c1ccccc1CCc1ccccc1	-1.6%	0.1%	?	-1.2%	i	i	2.6%	5.3%	0.7%	-16.8%	5.9%
NS(=O)(=O)c1ccc(CCNc2ncnc3sccc23)cc1	1.2%	-2.8%	i	-1.5%	i	i	-5.3%	19.2%	27.2%	18.6%	1.6%
CCc1nc(OCCN(CC)CC)c2oc3ccccc3c2n1	0.4%	1.0%	i	-0.7%	i	i	8.4%	14.8%	4.5%	-18.2%	2.4%
CC1CCCC(C)N1c1nnc(NC(=O)Cn2c(=O)oc3ccccc32)s1 (configuration not stated)	-3.8%	0.4%	/	-13.6%	/	/	0.7%	0.2%	/	-1.4%	-20.1%
O=C(CNC(=O)c1cccs1)OCC(=O)c1cccs1	-2.5%	-0.2%	i	-1.6%	i	i	0.2%	-3.5%	-2.7%	-12.4%	-15.1%

Screening data from PubChem.
